Screening results as filed in PubChem BioAssay.
GPR55 LPI antagonism – GPR55 antagonists blocking LPI-driven arrestin recruitment, primary screen, imaging, U2OS, beta-arrestin-GFP, LPI agonist (AID 2013); U2OS GPR55 beta-arrestin-GFP translocation imaging, LPI antagonism; higher % means a stronger effect; inhibition, % at 10 µM; hits with a dose series show IC50 in µM; actives 0.13% (n = 290,000);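 active means spots per cell inhibited over 60%, with over 100 cells counted and total cytoplasm intensity under 500,000; inconclusive means wells with under 100 cells, flagged as likely toxic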;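 further: U2OS cells stably carrying GPR55 and arrestin-GFP stimulated by 5 µM LPI near EC80; imaged beta-arrestin-GFP aggregate spots per cell after agonist stimulation; plate controls were LPI-stimulated DMSO wells for no effect and DMSO wells without LPI for full effect; some results filed as inactive read as strong as hits; confirmed hits need IC50 under 10 µM and bright autofluorescent wells are also inconclusive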
Rac1 GTP hydrolysis – MgcRacGAP GTPase-activating activity inhibitors, confirmation, biochemical, ADP Hunter fluorescence. MgcRacGAP-stimulated Rac1 GTP hydrolysis, ADP Hunter fluorescence; higher % means a stronger effect; GST-tagged Rac1 F28L mutant substrate. actives 0.6% (n = 340,000). one-dose inhibition, % at 30 µM; IC50 in µM for titrated hits;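 active means first-screen hits whose inhibition reached a set limit at any dose in the follow-up dose series; inconclusive means inhibition above the set first-screen limit but never retested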;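 further: fluorescence reports GDP produced by GAP-driven GTP hydrolysis; strong numbers were not always called active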
Yfh1-depleted yeast – enhancers of respiration in Yfh1-depleted yeast, dose response, Friedreich's ataxia, plus single-dose screen (AID 1465). fold induction at 50 µM, or EC50 in µM where a hit was titrated. S. cerevisiae Yfh1-off respiration, WST-1 reduction, 72 h; higher fold induction means a stronger effect. actives 0.074% (n = 220,000);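 active means fold induction of absorbance versus untreated yeast above a set limit, then at least 30% activation at any dose in follow-up; inconclusive means repeats straddling the limit, or above it without dose testing; inactive means fold induction below the set limit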;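 further: activators that raise dye reduction in frataxin-depleted yeast; strong numbers were not always called active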
NTR1 agonist – agonists of NTR1, primary screen, imaging, U2OS cells, beta-arrestin-GFP, high content (AID 493036). P30989. actives 0.17% (n = 330,000). activation, % at 20 µM. NTR1-U2OS beta-arrestin-GFP spot imaging, agonist mode;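 active means activation at or above 40% of the spot to cytoplasm intensity ratio, with at least 20 cells analyzed; inconclusive means wells under 20 cells, flagged as cytotoxic or low count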;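 further: 0% = DMSO without peptide and 100% = 100 nM NTR1 peptide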
Target sequence (P30989 whole entry, looked up): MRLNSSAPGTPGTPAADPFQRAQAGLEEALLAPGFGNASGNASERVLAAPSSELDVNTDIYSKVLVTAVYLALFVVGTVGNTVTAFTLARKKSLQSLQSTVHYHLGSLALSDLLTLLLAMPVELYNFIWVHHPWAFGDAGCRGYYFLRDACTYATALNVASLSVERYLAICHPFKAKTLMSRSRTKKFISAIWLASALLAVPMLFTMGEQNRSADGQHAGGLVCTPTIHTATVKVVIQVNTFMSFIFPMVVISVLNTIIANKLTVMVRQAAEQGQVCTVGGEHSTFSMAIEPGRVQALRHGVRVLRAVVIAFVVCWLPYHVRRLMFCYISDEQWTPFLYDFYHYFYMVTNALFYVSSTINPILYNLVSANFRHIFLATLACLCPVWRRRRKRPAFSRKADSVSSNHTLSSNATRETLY
GPR55 activation – selective activators of receptor GPR55 – imaging, U2OS cells, beta-arrestin-GFP redistribution, primary screen (AID 1961) | one-dose activation, % at 10 µM; EC50 in µM for titrated hits | actives 0.048% (n = 290,000) | U2OS GPR55 beta-arrestin-GFP redistribution imaging; higher % means a stronger effect;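 active means activation above 40% with more than 50 cells counted in the well; inconclusive means wells holding fewer than 50 cells, flagged as toxic or sparse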;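 further: U2OS osteosarcoma cells stably expressing GPR55 and beta-arrestin-GFP; plate controls were DMSO negative control for no effect and LPI positive control for full effect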
SV40 large T antigen – TAg ATPase/helicase activity blockers – biochemical (AID 1903) | SV40 large T antigen ATPase/helicase inhibition assay; higher % means a stronger effect | inhibition, % at 20 µM; hits with a dose series show IC50 in µM | actives 0.39% (n = 310,000); in the data active means a potency from the dose series; inconclusive means inhibition mostly from about 32% at the one dose, without a potency; inactive means the rest, 99 in 100 with inhibition below about 32%; further: strong numbers were not always called active
NS5 inhibitors – Dengue-2 NS5 methyltransferase inhibitors, primary screen, biochemical, confirmation dose response (AID 588689); Dengue-2 NS5 methyltransferase capping enzyme assay, biochemical; higher % means a stronger effect; inhibition, % at 25 µM; hits with a dose series show IC50 in µM; actives 0.3% (n = 340,000); in the data active means a potency from the dose series; inconclusive means inhibition above about 29% without an active follow-up result
GPR35 arrestin U2OS – inhibition of zaprinast-stimulated GPR35 beta-arrestin translocation – imaging, U2OS, beta-arrestin-GFP, zaprinast agonist, primary screen (AID 2058) | inhibition, % at 10 µM, or IC50 in µM where a hit was titrated | U2OS GPR35 beta-arrestin-GFP translocation imaging, zaprinast antagonism; higher % means a stronger effect | actives 0.052% (n = 290,000);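 active means inhibition of at least 50% with at least 30 cells and total cytoplasm GFP at most 10,000,000; inconclusive means under 30 cells or total GFP of 10,000,000 plus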
AID2073 – inhibitors of Mint1-CaV2.2 protein interaction, biochemical, HTRF (AID 2073). actives 0.19% (n = 290,000). inhibition, % at 20 µM; hits with a dose series show IC50 in µM. HTRF protein-protein interaction, Mint1-CaV2.2; higher % means a stronger effect; in the data active means inhibition mostly above about 51%, no sharp cut-off; inconclusive means no clear call, values can overlap the other calls; inactive means mostly below about 53%; further: some results filed as inactive read as strong as hits
NTR1 agonist cell count 20 µM – also measured in NTR1 agonist; calls as there; cell count; measured here: cell count, cytotoxicity flag
* = called active by the depositor; i = inactive; ? = inconclusive; / = no result given.

SMILES | GPR55 LPI antagonism | Rac1 GTP hydrolysis | Yfh1-depleted yeast | NTR1 agonist | NTR1 agonist cell count 20 µM | GPR55 activation | SV40 large T antigen | NS5 inhibitors | GPR35 arrestin U2OS | AID2073
COC(=O)C(Cc1ccc(O)cc1)NC(=O)C1CCN(S(=O)(=O)c2ccc(C)cc2)CC1 (stereo unspecified) | -10% | 8% | / | -0.6 | 43 | -0.1% | 7% | -1% | -7% | 43%
COc1ccc(NS(=O)(=O)c2cc(OCC(N)=O)c(C)cc2Cl)cc1 | 4% | 0% | i | -0.2 | 55 | -0.3% | 20% | -9% | 1% | 0%
COCCN(C(=S)Nc1cc(C)cc(C)c1)C(C)c1ccco1 (stereo unspecified) | -4% | 7% | i | 0.8 | 57 | 0.1% | 11% | -2% | 22% | -15%
CCN(C1CCCCC1)S(=O)(=O)c1ccc(-n2cnnn2)c(C)c1 | -11% | 6% | / | 14 | 68 | 0.3% | 3% | -12% | 2% | -12%
Nc1c2nc(-c3ccccc3Cl)[nH]c(=O)c2nc(=O)n1-c1ccccc1 | -12% | 16% | i | 3.3 | 57 | 0.0% | 16% | 4% | -15% | 6%
COC(=O)/C(=N/Nc1ccccc1)N1CCCc2ccccc21 | 8% | 22% | i | 0.3 | 80 | -0.3% | 25% | -3% | -5% | -4%
O=C(O)C(Cc1ccccc1)n1cccc1 (stereo unspecified) | 26% | 7% | i | 0.3 | 63 | 0.0% | ? | 8% | 8% | -5%
Cc1ccc(/C=C/C(=O)N2CCc3ccccc32)o1 | 4% | 12% | i | 0.8 | 69 | 0.7% | 15% | -1% | 9% | 61%
N#C/C(=C\c1ccc(-c2ccccc2Cl)o1)C(=O)Nc1nc2ccccc2s1 | 6% | 8% | i | 9.1 | 49 | 0.1% | 9% | 8% | -5% | 21%
COc1ccc(NC(=S)N(CCN(C)C)Cc2cccs2)cc1 | 10% | -3% | i | -1.2 | 61 | 0.1% | -17% | -2% | -4% | 2%
O=C(NCCc1cn2ccccc2n1)C1CCCCC1 | 15% | 2% | i | -1.5 | 55 | -0.1% | 0% | 1% | -5% | 2%
CCn1cc(-c2ccccc2)c(C(=O)O)c1-c1ccc(OC)cc1 | / | 13% | / | 1.6 | 83 | / | 22% | -2% | / | /
O=c1[nH]c2cc3c(cc2cc1CN(CCO)S(=O)(=O)c1ccccc1)OCCO3 | 15% | 0% | i | 1.6 | 56 | -0.1% | -4% | -9% | 0% | 27%
CC(=O)Nc1ccc(NC(=O)c2ccc(-c3ccc([N+](=O)[O-])cc3)o2)cc1 | -7% | 6% | / | 4.3 | 52 | 0.3% | 5% | 1% | -14% | 39%
CCN(CC)C(=O)C1CCCN(C(=O)CCn2nnnc2CN2CCOCC2)C1 (stereo unspecified) | 0% | 4% | / | 0.0 | 64 | -0.1% | 9% | 1% | 0% | 30%
Nc1nnc(-c2cc3c(ccc4ccccc43)oc2=O)s1 | 11% | / | i | / | / | 4.5% | 11% | / | 2% | 76%
c1ccc(-c2nc(C3CCCCC3)c3sccc3n2)cc1 | / | 11% | i | 3.2 | 84 | / | 16% | -12% | / | /
O=C(NNC(=S)NCc1ccc(Cl)cc1)c1ccc2c(c1)OCO2 | 9% | 10% | i | -1.0 | 41 | -0.2% | 0% | -2% | -6% | 11%
Cc1cc(=O)[nH]c2c(C)c(Cl)ccc12 | -13% | / | i | 2.8 | 73 | -0.2% | 9% | / | -4% | -4%
O=[N+]([O-])c1sccc1CS(=O)(=O)c1ccccc1 | 11% | 6% | i | 0.4 | 54 | 0.0% | 18% | -7% | -6% | 15%
Nc1ncnc(N(c2ccccc2)C2CCCCC2)c1[N+](=O)[O-] | -3% | 9% | i | 0.3 | 69 | -0.1% | 0% | 11% | 11% | -10%
Cc1[nH]c2ccccc2c1C(c1ccccn1)c1c(C)[nH]c2ccccc12 | 0% | 6% | i | 3.2 | 61 | 0.0% | 0% | -6% | 2% | 19%
O=C(O)c1ccc(N=Nc2c(O)[nH]c3cc(Cl)ccc23)cc1 | -10% | 16% | i | 1.2 | 51 | -1.9% | 29% | -8% | -21% | 14%
CCOC(=O)C1CCN(Cc2cc(=O)oc3cc(C)c(Cl)cc23)CC1 | 6% | 8% | / | 1.8 | 77 | 0.2% | -1% | 1% | -11% | -2%
Cn1ncc([N+](=O)[O-])c1C(=O)Nc1ccc(C2CCCCC2)cc1 | -4% | 7% | i | -0.2 | 93 | -0.4% | 6% | 1% | 16% | -1%
Nc1ncncc1-c1ccc(Cl)cc1 | 8% | 5% | i | -0.9 | 38 | 0.0% | 4% | -2% | -6% | -16%
CCCCCNc1nc(N2CCCC2)c2c(c1C#N)CCN(C)C2 | 18% | 7% | i | 6.1 | 60 | 0.1% | 16% | 8% | -9% | 2%
COc1ccc(-n2c(=O)[nH]c3c(C(N)=O)nc(C4CCCCC4)nc32)cc1 | 8% | 8% | i | 14 | 84 | 0.2% | -3% | -9% | 0% | -4%
CCN(CC(=O)Nc1c(F)cccc1F)C(=O)Cc1ccccc1 | 2% | 11% | i | 1.8 | 47 | 0.8% | 9% | -12% | 16% | 31%
CC(=O)Nc1nn(C)c2nc(C)cc(C)c12 | 8% | -1% | i | -0.3 | 63 | -0.1% | 1% | -3% | 2% | 11%
Cc1onc(-c2ccccc2)c1C(=O)NNC(=S)NC(=O)c1ccc(F)cc1 | 5% | 9% | i | 11 | 72 | 0.4% | 14% | 0% | -6% | 1%
CCOc1ccc(CCNC(=O)CSc2nc3ncc(Cl)cc3[nH]2)cc1OCC | 1% | 8% | / | 1.1 | 51 | -0.1% | -7% | -8% | -4% | 1%
Cc1ccc(NS(=O)(=O)c2c(C)[nH]c(C)c2C(=O)N2CCCCC2)c(Br)c1 | 19% | 13% | / | 1.6 | 67 | 0.5% | 11% | -8% | -4% | -4%
CCn1c(C(C)NC(=O)c2cccc(C)c2)nc2ccccc21 (stereo unspecified) | 0% | 4% | i | 1.6 | 50 | -0.1% | 0% | -6% | 4% | -3%
COC(=O)c1ccc(NC2c3ncccc3C(=O)N2Cc2cccs2)cc1 (stereo unspecified) | 0% | 7% | i | -0.4 | 95 | 0.0% | 15% | / | -6% | -16%
CCCNC(=O)CCCN1C(=O)c2ccccc2Sc2ncccc21 | -7% | -4% | / | 0.5 | 91 | -0.1% | -1% | -6% | -4% | 30%
CCSc1nnc(NC(=O)C2CCN(S(=O)(=O)c3ccccc3C(F)(F)F)CC2)s1 | 6% | 7% | i | 9.7 | 77 | -0.3% | 11% | 2% | 2% | -6%
COc1cc2c(cc1OC)C(C)N(C(=O)c1sc(-c3cnccn3)nc1C)CC2 (stereo unspecified) | 9% | / | i | -1.3 | 49 | -0.1% | 3% | / | -19% | 9%
CC(C)(C)c1ccc(/C=C/C(=O)O)s1 | -7% | -16% | i | -0.1 | 64 | -0.4% | 3% | 4% | -4% | 5%
COc1ccccc1/C=C/C(C)=O | -6% | 8% | i | -1.9 | 63 | 0.1% | 12% | -3% | 4% | 16%
COCCN(C(=O)CCc1nnc(Cc2c[nH]c3ccccc23)o1)C(C)C | 6% | 6% | / | 1.8 | 68 | 0.2% | 19% | -6% | -6% | 3%
CCOc1ccc(/C=C/C(O)=C2/C(=O)NC3(C)CC2c2ccccc2O3)cc1OC (stereo unspecified) | -15% | 11% | i | 21 | 41 | 0.1% | 14% | -7% | 14% | 14%
COc1cc2c(cc1C=O)OC(C)C2 (stereo unspecified) | 6% | 7% | i | 1.7 | 55 | -0.4% | 7% | -6% | -18% | 10%
COc1cc2[nH]c(C(=O)N3CCN(c4ccccc4F)CC3)cc2c(OC)c1OC | 5% | 10% | / | -1.1 | 74 | 0.0% | 3% | -13% | -14% | 16%
CC(=O)N/C(=C/c1ccc2c(c1)OCO2)C(=O)NC(Cc1ccccc1)C(=O)O (stereo unspecified) | / | 11% | / | 0.1 | 42 | / | 9% | -1% | / | /
CC(C)(C)c1cc(NC(=O)COC(=O)c2nccnc2N)n(-c2ccccc2)n1 | 9% | 8% | / | 0.0 | 67 | 0.2% | 14% | -1% | -12% | -3%
C#CCSc1[nH]c(=O)cc(C)c1C#N | 10% | / | i | -0.4 | 52 | -0.2% | -1% | / | 11% | -9%
COc1ccc2c(c1)c(=O)oc1cc(OCC(=O)NC3CC3)ccc12 | 14% | 10% | i | -0.9 | 71 | -0.2% | 2% | -1% | 0% | 33%
O=C(O)CC(NC(=O)C12CC3CC(CC(C3)C1)C2)c1ccc(OC2CCCC2)cc1 (stereo unspecified) | -8% | 8% | i | 0.6 | 40 | -0.3% | 10% | 3% | -2% | 8%
CCOc1ccc(N=C/C=C/c2ccccc2)c(O)c1 | 17% | 9% | i | 1.4 | 99 | -0.1% | 8% | ? | 14% | 18%

(further entries)
SMILES | GPR55 LPI antagonism | Rac1 GTP hydrolysis | Yfh1-depleted yeast | NTR1 agonist | NTR1 agonist cell count 20 µM | GPR55 activation | SV40 large T antigen | NS5 inhibitors | GPR35 arrestin U2OS | AID2073
Cc1ccc(S(=O)(=O)Nc2ccccc2C(=O)N2CCN(C)CC2)cc1 | 7% | 8% | / | 0.3 | 56 | -0.1% | 19% | 4% | 46% | -11%
O=C(Nc1ccc(F)cc1)c1cccc(C(=O)Nc2ccc(F)cc2)c1 | 4% | 11% | / | -0.3 | 79 | -0.1% | 5% | -4% | -12% | 14%
COC(=O)c1nn(-c2nc(-c3ccc(OC)c(OC)c3)cc(C(F)(F)F)n2)cc1[N+](=O)[O-] | -2% | 6% | i | 2.7 | 51 | -0.3% | 9% | 1% | 7% | 17%
CC/C(C)=N/Nc1nc2sc3c(c2c(=O)[nH]1)CC(C)(C)OC3 | 10% | 12% | i | -0.9 | 40 | 0.1% | 17% | ? | 4% | 12%
Cc1c(N2C(=O)C3C4C=CC(C4)C3C2=O)c(=O)n(-c2ccccc2)n1C (stereo unspecified) | -4% | -4% | i | 2.1 | 41 | 0.0% | 3% | -9% | -2% | -1%
O=C1Nc2ccccc2O/C1=C\c1c(F)cccc1Cl | 3% | 7% | / | 4.6 | 98 | -0.1% | 9% | 3% | -1% | 30%
Cc1csc(NC(=O)c2cnc3ccccc3n2)n1 | 14% | 5% | / | 1.8 | 49 | 0.2% | -3% | 2% | 8% | -13%
